STEP block: STEP phosphatase inhibitors, primary screen, biochemical, fluorescence intensity, uHTS; Tyrosine-protein phosphatase non-receptor type 5 (Homo sapiens), P54829; inhibition, % at 20 µM; actives 0.25% (n = 360,000); recombinant STEP, OMFP fluorogenic substrate;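 active means inhibition at 20 µM, scaled per plate between control wells, above about 37%, limit read from the data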;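 further: 0% = DMSO with enzyme and substrate and 100% = substrate only without enzyme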
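Assay system: isolated STEP enzyme. Buffer or medium: pH 6.0 Bis-Tris with DTT and Tween 20. Also added: fluorogenic phosphatase substrate OMFP at 25 µM final. Dosing: 20 µM, 1% DMSO. Timing: 20 min reaction, room temperature, in the dark. Measured by: fluorescence intensity, excitation 480 nm, emission 540 nm. Evaluation: normalized % inhibition.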
SUMO1-SIM PPI: modulators of SUMO1 protein-protein interactions, primary screen, biochemical, uHTS. Small ubiquitin-related modifier 1 (Homo sapiens), P63165. SUMO1 binding to a labelled peptide, TR-FRET, 1 h. inhibition, % at 20 µM. actives 0.33% (n = 360,000). AID 602429, 2012; in the data active means inhibition above about 37%
Rpn11 block: Rpn11 (PSMD14) deubiquitinase inhibitors, primary screen, biochemical, fluorescence polarization, uHTS; calls only at 20 µM; actives 0.59% (n = 360,000); human 26S proteasome, Ub4-pepOG fluorescence polarization; 20S core pre-blocked with epoxomicin; AID 588493, 2011;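 active means inhibition at 20 µM, scaled to each plate's controls, above about 33%, limit read from the data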
NadD inh: inhibitors of S. aureus NadD, primary screen, biochemical, colorimetric, uHTS; actives 0.78% (n = 360,000); inhibition, % at 20 µM; Nicotinate-nucleotide adenylyltransferase NadD (Staphylococcus aureus N315); purified NadD enzyme, colorimetric absorbance read-out; in the data active means inhibition above about 26%; further: some compounds past the cut are filed as inactive
NRP1-CendR mod: modulators of CendR peptide binding to NRP-1, primary screen, biochemical, fluorescence polarization, uHTS. Neuropilin-1 (Homo sapiens), O14786. FAM-RPARPAR peptide binding to NRP-1. inhibition, % at 25 µM. actives 0.85% (n = 360,000);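 active means inhibition or corrected inhibition above about 18%, plus a signal ratio from 0.5 to 1.5, limit read from the data, passing the limit was not always enough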; further: strong numbers were not always called active
Scp1 inh: Scp-1 phosphatase inhibitors, primary screen, biochemical, colorimetric, uHTS | inhibition, % at 20 µM | actives 0.88% (n = 340,000) | Recombinant Scp1, phosphopeptide, malachite green phosphate absorbance | Carboxy-terminal domain RNA polymerase II polypeptide A small phosphatase 1 (Homo …;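 active means inhibition above about 50% at 20 µM, limit read from the data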;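 further: plate controls were DMSO wells with enzyme for no effect and wells lacking enzyme for full effect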
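Material: truncated SCP-1 phosphatase (76-261aa) / Buffer or medium: 50 mM Tris acetate pH 5.5, 0.005% Tween-20, 10 mM MgCl2 / Compound dosing: one concentration, 20 µM, with 1.0% DMSO / Incubation: 45 min room-temperature reaction, 5 min colour, 30 min stabiliser / Detection: colorimetric free-phosphate detection, absorbance 630 nm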
LMPTP block: LMPTP phosphatase inhibitors, primary screen, biochemical, fluorescence intensity, uHTS; recombinant LMPTP-A, OMFP fluorogenic substrate; Low molecular weight phosphotyrosine protein phosphatase (Homo sapiens), P24666; actives 0.22% (n = 360,000); AID 651560, 2012; inhibition, % at 20 µM;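 active means compounds that cut the enzyme signal by at least half of the control window in the single-dose screen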;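 further: plate controls were DMSO wells with enzyme plus substrate for no effect and substrate without enzyme for full effect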
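Test system: LMPTP-A, protein tyrosine phosphatase of low molecular weight; Input: 0.625 nM enzyme; Incubation: 50 min dark incubation at room temperature; Signal: endpoint fluorescence intensity from OMFP dephosphorylation; Read-out basis: % inhibition versus control wells.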
SKN-1 block: suppressors of acrylamide-induced Pgst-4::GFP reporter in worms, primary screen, SKN-1 inhibitor project, whole organism, uHTS, GFP/RFP fluorescence ratio, strain VP596; C. elegans VP596 Pgst-4::GFP/RFP ratio, 24 h; actives 0.49% (n = 360,000); inhibition, % at 21.8 µM;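 active means interference check ratio from 0.5 to 1.5 plus GFP to RFP signal ratio inhibition reaching or exceeding a fixed threshold, cut at about 30% in these data, passing the limit was not always enough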; further: some compounds called inactive have numbers as strong as hits
DNMT1 inh: human DNMT1 methyltransferase inhibitors, primary screen, biochemical, molecular beacon, fluorescence, HinP1I cleavage, uHTS | AID 588458, 2011 | DNA (cytosine-5)-methyltransferase 1 (Homo sapiens), P26358 | inhibition (reported as % activation of signal), % at 10 µM | actives 0.83% (n = 360,000); in the data active means inhibition above about 50%
Target sequence (P26358 504-1616 limits assumed): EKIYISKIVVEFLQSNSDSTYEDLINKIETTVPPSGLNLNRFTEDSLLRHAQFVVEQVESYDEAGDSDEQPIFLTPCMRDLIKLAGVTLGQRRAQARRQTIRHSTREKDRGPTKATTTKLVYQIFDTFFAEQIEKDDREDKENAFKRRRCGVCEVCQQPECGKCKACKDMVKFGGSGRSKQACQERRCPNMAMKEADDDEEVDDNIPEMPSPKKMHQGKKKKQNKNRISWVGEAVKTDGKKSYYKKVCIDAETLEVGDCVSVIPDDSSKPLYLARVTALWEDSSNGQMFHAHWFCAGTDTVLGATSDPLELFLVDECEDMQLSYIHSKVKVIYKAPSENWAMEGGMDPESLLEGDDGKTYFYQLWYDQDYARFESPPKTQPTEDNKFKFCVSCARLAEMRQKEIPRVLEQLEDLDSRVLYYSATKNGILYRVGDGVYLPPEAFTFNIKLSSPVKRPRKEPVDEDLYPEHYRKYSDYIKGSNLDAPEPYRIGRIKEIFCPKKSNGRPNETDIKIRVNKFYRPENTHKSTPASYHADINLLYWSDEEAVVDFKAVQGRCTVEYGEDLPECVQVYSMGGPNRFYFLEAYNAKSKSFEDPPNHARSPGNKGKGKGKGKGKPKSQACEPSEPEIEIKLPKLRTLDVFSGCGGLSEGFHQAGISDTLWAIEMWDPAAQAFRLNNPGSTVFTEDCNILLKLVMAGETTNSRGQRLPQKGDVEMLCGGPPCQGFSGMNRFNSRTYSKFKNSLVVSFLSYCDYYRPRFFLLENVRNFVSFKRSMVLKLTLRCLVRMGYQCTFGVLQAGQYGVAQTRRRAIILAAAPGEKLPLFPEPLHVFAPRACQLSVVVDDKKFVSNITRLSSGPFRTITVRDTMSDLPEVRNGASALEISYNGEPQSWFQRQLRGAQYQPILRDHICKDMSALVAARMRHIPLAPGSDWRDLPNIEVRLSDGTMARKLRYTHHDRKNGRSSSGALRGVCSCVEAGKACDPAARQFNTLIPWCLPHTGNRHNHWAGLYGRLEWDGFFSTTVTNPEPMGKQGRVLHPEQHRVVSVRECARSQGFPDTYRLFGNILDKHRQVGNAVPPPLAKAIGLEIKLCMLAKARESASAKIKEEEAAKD
MT1-MMP act inh: blockers of MT1-MMP proenzyme processing, primary screen, HT1080 RFP-PRO-GFP cells, GFP/RFP fluorescence; GFP/RFP ratio fluorescence, overnight; percent of plate control window, DMSO zero; GFP/RFP ratio change, % at 20 µM; actives 0.061% (n = 360,000);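 active means GFP/RFP ratio change of at least 30% with cell ATP level not reduced by more than half and red fluorescence within 50% of control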; further: strong numbers were not always called active
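Assay system: HT1080 RFP-PRO-GFP cells | Dosing: 20 µM single dose, 1% DMSO | Incubation: Cells overnight before dosing, compound overnight, 37 °C, 5% CO2 | Evaluation: GFP/RFP fluorescence ratio | Control set: DMSO-only wells and HT1080 RFP-L50D-GFP cell wells as references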
* hit, by the source's call; i = inactive; . = no result given.

smiles	STEP block	SUMO1-SIM PPI	Rpn11 block	NadD inh	NRP1-CendR mod	Scp1 inh	LMPTP block	SKN-1 block	DNMT1 inh	MT1-MMP act inh
O=C(Nc1ccc(F)cc1)C1CCN(C(=O)NCc2ccccc2)CC1	0	2	i	-4	1	0	-0.5	-1	-1	2
COc1ccc(/C=N/Nc2cc(N3CCOCC3)nc(C)n2)c(OC)c1	2	-2	i	-3	2	-6	3.5	-2	-2	0
CN(CCC#N)c1ccc(C=C(C#N)c2cccc(C(F)(F)F)c2)cc1	3	-7	i	9	-15	.	1.2	-3	-16	1
COc1cccc(C(=O)NCCCc2ccccc2)c1OC	-6	1	i	4	6	-3	-1.4	4	0	1
Cc1nc2ccccc2c(=O)n1NCc1cccs1	0	2	i	-5	8	10	-2.7	2	5	1
CC(C)=NOc1nc(N2CCOCC2)nc(N2CCOCC2)n1	-1	3	i	3	12	-4	-2.1	8	2	4
COCCCNC(=O)CNC(=S)N(Cc1ccccc1F)C1CCCCC1	3	0	i	5	-4	-3	-1.8	-2	-1	2
O=C(Nc1ccc2c(c1)OCO2)C1CCN(C(=O)c2ccc([N+](=O)[O-])cc2)CC1	-2	-22	i	0	5	0	-0.1	-1	1	-1
Cc1ccc(S(=O)(=O)NC(C)(C)CN2CCc3ccccc3C2)cc1	2	-11	i	-6	5	1	-0.1	17	-1	-1
O=C(CN1CCOCC1)Nc1ccccc1F	5	8	i	-5	19	-8	0.2	2	4	-1
Cc1scc(C(=O)NNC(=S)NCc2ccccc2)c1C	0	2	i	-1	6	4	-0.8	6	5	5
COc1ccc(Br)cc1C1CC(=O)N2CN(C)CSC2=C1C#N (stereo not drawn)	18	12	i	4	-8	-5	10	17	-10	0
Cc1ccc2nc(SCC(=O)N3CCC(Cc4ccccc4)CC3)nc(=O)n2c1	2	-4	i	1	-4	-1	-0.5	-2	2	-2
Cc1ccc(OCC(=O)NNC(=O)C(=O)NC(C)(C)C)cc1	0	5	i	-2	2	4	-1.1	9	7	3
COc1ccc(NC(=O)CN(C)CC(=O)Nc2cccc(F)c2)cc1S(=O)(=O)N1CCCCC1	1	1	i	6	4	-2	-0.2	-9	-1	-2
CC(=O)N1CCOc2ccc(S(=O)(=O)NCC3CCC(C(=O)NCCC(C)C)CC3)cc21 (stereo not drawn)	-1	1	i	-3	8	-3	0.2	12	0	13
Fc1ccccc1CSc1ccc(-c2ccco2)nn1	0	-11	i	-1	2	-5	0.7	39*	5	3
O=C(O)c1ccc(-c2noc(-c3ccc(F)cc3)n2)cc1	2	3	i	-5	16	-2	-1.4	10	6	-1
O=C(c1cc2ccccc2cc1O)N1CCN(c2ccccn2)CC1	0	-11	i	-3	-11	-5	0.0	-1	0	4
CC(=O)C1=C(O)C(=O)N(c2cccc(C(=O)O)c2)C1c1ccc(F)cc1 (stereo not drawn)	0	-6	i	-3	2	-2	-1.5	-3	-1	-2
COc1ccc2c(c1OC)C[N+]1([O-])CCc3cc4c(cc3C1C2)OCO4 (stereo not drawn)	2	1	i	3	2	2	-0.6	15	4	-1
C[C@@H]1COC(=O)[C@@H](Cc2ccc(F)cc2)C/C=C\C[C@H](CC(=O)N(CCO)Cc2ccccc2)C(=O)N1	2	-4	i	7	-1	-2	3.5	-9	8	-1
Cc1ccc(C(C)(C)C)c(OCCN2CCCC2)c1	2	2	i	-2	-6	-10	-5.4	8	4	-7
CSc1ccc(CN2CCC2(C)C(=O)NC2CCN(Cc3ccccc3)CC2)cc1 (stereo not drawn)	-2	2	i	-5	-3	.	-0.9	10	-2	1
COc1ccccc1-c1noc(CSc2nc(N)cc(=O)[nH]2)n1	0	-1	i	-4	0	-5	-0.6	7	-2	3
CCN(C(=O)CSc1nc2ccc(OC)cc2[nH]1)c1c(N)n(Cc2ccccc2)c(=O)[nH]c1=O	1	2	i	-1	-10	-6	-0.1	8	1	5
c1ccc(C2=Nc3ccccc3NC(c3ccccc3)C2)cc1 (stereo not drawn)	0	-3	i	-4	-13	-8	0.9	19	-17	-11
CCc1nc2oc(C(=O)c3ccccc3)c(N)c2c2c1COC(C)(C)C2	-2	-17	i	-4	9	-18	-0.9	-6	-4	0
Cc1nc2sc(C(c3ccccc3)N3CCN(CCO)CC3)c(O)n2n1 (stereo not drawn)	5	1	i	1	11	-9	-1.3	8	0	-2
COc1ccc(OCC(=O)NNC(=O)c2cccc(S(=O)(=O)N(C)C)c2)cc1	-3	0	i	5	-2	-1	-1.1	1	0	3
CC(C)(C)c1ccc(/C=N/NC(=O)c2ccccn2)cc1	2	-4	i	2	1	-4	-1.1	2	3	5
Cc1nn(CCCC(=O)Nc2nccs2)c(C)c1[N+](=O)[O-]	0	0	i	0	-1	-10	-0.4	-8	4	0
Cc1cnc(NC(=O)COc2cccc3c2OC(C)(C)C3)s1	-1	-1	i	6	-2	-5	-0.7	-1	-1	-9
Cc1ccccc1CSCc1nc2ccccc2[nH]1	2	-1	i	-1	18	1	0.3	-11	3	4
COc1ccc([N+](=O)[O-])cc1NC(=O)C(C)Sc1ccc(C)cc1 (stereo not drawn)	-2	-16	i	-4	7	-12	1.5	4	-4	3
CCN1CCN(CCOc2ccccc2OCc2ccccc2)CC1	1	-3	i	-4	-1	-7	-0.5	9	-1	-1
O=C(OCc1ccc([N+](=O)[O-])cc1)c1ccccn1	-1	-16	i	-7	28*	-3	-1.5	-5	-1	-1
Cc1c(OCc2ccc(C(=O)O)cc2)ccc2c(-c3ccccc3)cc(=O)oc12	15	-11	i	3	-90	13	2.2	1	0	-3
COc1ccccc1N1CCN(Cc2ccc(OC)c(OC)c2OC)CC1	1	2	i	-2	8	-2	-2.0	2	1	0
O=C(Cc1ccc(S(=O)(=O)N2CCCC2)s1)N1CCN(c2ccccc2)CC1	0	3	i	-4	-6	0	-0.9	5	4	0
COc1ccccc1CCN1CCCC(CN(C)Cc2ccc(OCCO)cc2)C1 (stereo not drawn)	-3	2	i	-5	1	5	-1.8	8	2	7
CC(=NOC(=O)C1CCCCC1)c1nccs1	2	-4	i	-3	-7	.	-0.7	19	9	0
Cc1ccc(C)c(N2CCN(c3ccc([N+](=O)[O-])cn3)CC2)c1	3	11	i	-5	-6	-7	2.8	-3	1	0
Cc1cccc2nc(-c3ccco3)c(Nc3ccc4c(c3)OCO4)n12	8	11	i	4	5	-4	6.9	24	-2	1
CCOC(=O)Nc1nc(C)c(C(=O)N(C)C)s1	10	3	i	5	-3	-2	-0.5	17	-2	4
CCN1C(=O)[C@H]2[C@@H](c3ccc(-c4ccc(F)cc4)c(OC)c3)N[C@@](Cc3ccccc3)(C(=O)OC)[C@H]2C1=O	0	0	i	8	19	-6	5.7	-14	-49	0
CC(=O)c1ccc(N2CCN(C(=O)c3cc4c(C)nc5ccccc5c4o3)CC2)cc1	10	1	i	2	7	1	7.1	-11	8	-2
CCOC(=O)Cc1csc(NC(=O)COc2cc(C)cc(C)c2)n1	0	4	i	-12	-1	-3	1.6	-10	11	0
CCCCCC(=O)N/N=C/c1cc(Br)c(O)c(OC)c1	-2	-4	i	0	-4	-7	-5.3	18	2	6
CCn1c(=O)c2c(nc3n2CCCN3CCc2ccccc2)n(C)c1=O	-2	4	i	0	-3	-10	-1.5	12	-2	3

Reprinted from the part before: five entries, then new ones.
smiles	STEP block	SUMO1-SIM PPI	Rpn11 block	NadD inh	NRP1-CendR mod	Scp1 inh	LMPTP block	SKN-1 block	DNMT1 inh	MT1-MMP act inh
CCN1C(=O)[C@H]2[C@@H](c3ccc(-c4ccc(F)cc4)c(OC)c3)N[C@@](Cc3ccccc3)(C(=O)OC)[C@H]2C1=O	0	0	i	8	19	-6	5.7	-14	-49	0
CC(=O)c1ccc(N2CCN(C(=O)c3cc4c(C)nc5ccccc5c4o3)CC2)cc1	10	1	i	2	7	1	7.1	-11	8	-2
CCOC(=O)Cc1csc(NC(=O)COc2cc(C)cc(C)c2)n1	0	4	i	-12	-1	-3	1.6	-10	11	0
CCCCCC(=O)N/N=C/c1cc(Br)c(O)c(OC)c1	-2	-4	i	0	-4	-7	-5.3	18	2	6
CCn1c(=O)c2c(nc3n2CCCN3CCc2ccccc2)n(C)c1=O	-2	4	i	0	-3	-10	-1.5	12	-2	3
O=C(O)CCCC[C@@H]1SC[C@@H]2NC(=O)N[C@@H]21	-2	-6	i	8	0	1	0.2	16	5	6
O=C(CN1C(=O)NC2(CCCC2)C1=O)NCc1ccc(F)cc1	1	-2	i	-2	12	-12	-1.5	-5	-3	0
Cc1cc(NC(=O)COc2ccc(Cl)cc2Cl)n(-c2ccccc2)n1	11	1	i	-1	4	-9	1.1	9	-3	-3
O=CN1CCN(CC(O)Cn2c3ccccc3c3ccccc32)CC1 (stereo not drawn)	-1	-3	i	5	-13	-5	-0.8	14	0	3
CCOCCCn1c(=NC(=O)c2cccs2)c(C#N)cc2c(=O)n3cccc(C)c3nc21	-1	-21	i	10	0	-27	1.5	16	14	1
COc1ccc([C@H]2CC(=O)C=C(c3cccc(NC(C)=O)c3)C2)cc1	2	-26	i	-4	-2	2	-0.8	4	-6	6
O=C(NC1CCCCC1)c1nn2c(C(F)(F)F)cc(-c3ccco3)nc2c1Br	-3	-6	i	23	-23	-2	-1.9	-13	26	-9
CNC(=O)NC(=O)Cn1nc2n(c1=O)-c1ccccc1SC2	-3	2	i	-6	6	-3	-0.9	-6	2	-2

Bioassay records (PubChem)

No enrichment for hits; about 3.9% have a hit in one of these screens.
